HSF1 activator = HSF-1 activators, primary screen, NIH3T3-HGL cells, MG132 stress, luminescence, single point; NIH3T3-HGL HSF-1 luciferase reporter, 8 h; 100% = twice DMSO control signal; activation, % at 9 µM; hit rate 1.7% among 300,000; AID 504408, 2011;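 active = mean replicate activation of at least 50% with a set share of replicates each reaching 50%; inconclusive = only one of those two conditions met; inactive = mean below 50% and too few replicates reaching it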;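 also: 0% = median of the neutral control wells and 100% = twice that signal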
KLF5 inh = KLF5 expression inhibitors, primary screen, DLD-1 cells, luminescence; hit rate 0.23% among 290,000; DLD-1 KLF5 promoter-luciferase reporter; inhibition, % at 5 µM;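 active = inhibition above a per-plate limit of that plate's mean compound inhibition plus 3 SD, cut at about 60% in these data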;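 also: 0% = DMSO wells and 100% = LY294002 at 200 µM; higher means less KLF5 promoter-driven luciferase light; inactives centre near -14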
SKKanGAS inh = S. pyogenes SKKanGAS growth inhibitors in kanamycin, primary screen, streptokinase expression inhibitor project, SKKanGAS strain, BacTiter-Glo luminescence; hit rate 1.3% among 300,000; inhibition, % at 7.5 µM; 6 h;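 active = mean replicate score, as percent of positive control median, at least 50; inconclusive = mean below 50 but one replicate at or above 50; inactive = mean and every replicate below 50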;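 also: strain carries kanamycin resistance gene driven by streptokinase promoter and grows in 40 µg/ml kanamycin; loss of luminescence reflects streptokinase promoter inhibition or plain growth inhibition; 0% = median of DMSO wells and 100% = positive control at its reference dose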
AI-2 QS mod = Vibrio harveyi AI-2 quorum sensing modulators, primary screen, JMH597 strain, luminescence/OD600 ratio | Vibrio harveyi JMH597 AI-2 luminescence/OD600 ratio, 9 h; active compounds read low; strain lacks LuxN and CqsS sensors; 0 = neutral-control median | activity change, % at 7.5 µM | AID 2094, 2009 | hit rate 0.4% among 300,000; in the data active = activity change below about -75%, passing the limit was not always enough; inconclusive = no clear call, values can overlap the other calls;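 also: luminescence divided by OD600 gain over 9 h not by final OD600 alone; inactives centre near 13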
HIF activator = HIF pathway transcriptional activators, primary screen, cell-based, U2OS HRE-luciferase, luminescence; U2OS HRE-luciferase reporter; normalized: DMSO 0%, desferrioxamine 100%; hit rate 0.32% among 300,000; activation, % at 7.5 µM (by protocol);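 active = mean activation of at least 10% of the iron chelator positive control signal, with at least half of replicates also reaching 10%; inconclusive = mean and replicate majority disagree about reaching 10%; inactive = mean and most replicates under 10%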
Platelet DG rel = inhibitors of platelet dense granule secretion, primary screen, cell-based, MLPCN, human platelets; human platelet-rich plasma, SFLLRN dense granule ATP release, luminescence; inhibition, %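 (compounds screened at 7.5 µM in platelet-rich plasma)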; hit rate 0.22% among 300,000; AID 1663, 2009;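 active = mean replicate score, as percent of positive control, at or above 50; inconclusive = mean below 50 but at least one replicate at or above 50; inactive = mean and every replicate below 50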
HSP90 inh = HSP90 inhibitors, primary screen, cell lysate, luminescence. Rabbit reticulocyte lysate, luciferase refolding luminescence, 3 h. inhibition, % at 5.6 µM. hit rate 0.91% among 290,000;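 active = inhibition above the screen-wide mean plus 3 SD, computed separately per campaign, cut at about 16% in these data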;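 also: 0% = DMSO wells and 100% = 60 µM geldanamycin wells; inhibitors lower the luminescence because luciferase stays unfolded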
aSyn 5UTR inh = MLPCN primary screen, SNCA 5' untranslated region | alpha-synuclein 5'UTR reporter, inhibitor activity | inhibition, % (tested at 7.5 µM) | hit rate 0.82% among 300,000 | AID 1813, 2009; in the data active = inhibition above about 60%; inconclusive = no clear call, values can overlap the other calls;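 also: H4 neuroglioblastoma cells stably carrying SNCA 5'UTR luciferase fusion; 0% = DMSO wells and 100% = positive control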
HSF1 inhib = HSF1 inhibitors in luciferase reporter cells, primary screen, cell-based, NIH3T3, luminescence; NIH3T3-HGL HSE-luciferase, MG132-induced, luminescence 8 h; active compounds read low; activity change, negative = inhibition, % at 7.5 µM (by protocol); hit rate 0.77% among 300,000; AID 2098, 2009;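 active = more than half of replicate wells show activity change below -50%, luminescence cut by over half; inconclusive = some wells, but at most half, below -50%; inactive = no replicate well below -50%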;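 also: luciferase reports HSF-1 transcriptional activity via heat shock element; 0% = median of DMSO wells and -100% = zero luminescence signal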
IEC-6 cytotox = cytotoxicity in IEC-6 intestinal epithelial cells, primary screen, cytotoxicity control for KLF5 inhibitor project, cell-based, luminescence. IEC-6 cytotoxicity, luminescence viability. inhibition, % at 5 µM. hit rate 0.78% among 290,000; in the data active = inhibition above about 22%;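 also: 0% = plate median of test compound wells and 100% = cytotoxic reference compound wells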
Starred values were filed as active, the others as inactive; ? = inconclusive; · = not tested or not shown. The order is random, and some 6% of all compounds hit somewhere here.

| entry | SMILES | HSF1 activator | KLF5 inh | SKKanGAS inh | AI-2 QS mod | HIF activator | Platelet DG rel | HSP90 inh | aSyn 5UTR inh | HSF1 inhib | IEC-6 cytotox |
| --- | --- | --- | --- | --- | --- | --- | --- | --- | --- | --- | --- |
| 1 | CN(O)/C=C/C(=O)c1ccc(Br)cc1 | 7 | 9 | 0 | 16 | -0.2 | 2 | 1 | 9 | 12 | -1 |
| 2 | O=C1c2cccnc2C(=O)N1c1cccc(-c2nc3ccccc3o2)c1 | 16 | -78 | 0 | 2 | 0.3 | -16 | 2 | 3 | -11 | -2 |
| 3 | Cc1cccc(OCC(=O)Nc2ccccc2N2CCN(C(=O)C(C)C)CC2)c1C | 6 | -26 | 1 | 36 | 0.0 | -3 | -2 | -3 | 8 | 2 |
| 4 | COC(=O)C1=C(C)NC(=O)NC1c1ccc(N2CCC(c3ccccc3)=N2)cc1 (stereo unspecified) | 0 | -17 | 0 | 14 | -0.3 | -2 | -1 | 9 | -1 | 1 |
| 5 | CC(=O)c1c(C)[nH]c(C(=O)OCc2nnc(-c3ccccc3)o2)c1C | 1 | -14 | -3 | -2 | -0.5 | -4 | 0 | 16 | 0 | 1 |
| 6 | O=C(COC(=O)C1CC1)NC(=O)NCc1ccccc1 | 2 | -2 | -6 | -36 | 0.2 | -1 | -1 | -1 | 0 | -4 |
| 7 | Cc1ccc(-n2ncc3c2CC(C)(C)CC3NC(=O)c2c(C)noc2C)cc1 (stereo unspecified) | 34 | -28 | 16 | 8 | 0.1 | -9 | -4 | 20 | 5 | 0 |
| 8 | CCOC(=O)C(C(=O)N(C)Cc1ccccc1)C1CCCCC1 (stereo unspecified) | -43 | 5 | 7 | 29 | -14 | -2 | 1 | 8 | -32 | 4 |
| 9 | CCOCCCNC(=S)N1CCC(C(=O)c2ccc3c(c2)OCCO3)CC1 | 22 | -8 | -2 | 21 | 0.2 | -14 | -5 | 12 | 8 | -2 |
| 10 | CCNC(=S)N/N=C/c1cccc(OCc2c(F)cccc2Cl)c1 | 17 | -30 | -1 | 8 | 0.0 | 6 | -1 | 31 | 4 | 3 |

The list goes on, overlapping the part above by 2 compounds.
| entry | SMILES | HSF1 activator | KLF5 inh | SKKanGAS inh | AI-2 QS mod | HIF activator | Platelet DG rel | HSP90 inh | aSyn 5UTR inh | HSF1 inhib | IEC-6 cytotox |
| --- | --- | --- | --- | --- | --- | --- | --- | --- | --- | --- | --- |
| 9 | CCOCCCNC(=S)N1CCC(C(=O)c2ccc3c(c2)OCCO3)CC1 | 22 | -8 | -2 | 21 | 0.2 | -14 | -5 | 12 | 8 | -2 |
| 10 | CCNC(=S)N/N=C/c1cccc(OCc2c(F)cccc2Cl)c1 | 17 | -30 | -1 | 8 | 0.0 | 6 | -1 | 31 | 4 | 3 |
| 11 | CC1CC(C)(C)NC(=S)N1CC(=O)NCc1ccc2c(c1)OCO2 (stereo unspecified) | 8 | -13 | 0 | 23 | -0.4 | 4 | 3 | 9 | 1 | 6 |
| 12 | COc1ccc(NC(=O)CSCC(=O)N(C)Cc2c(F)cccc2Cl)cc1 | -16 | · | -2 | 16 | 0.1 | 8 | · | -1 | 2 | · |
| 13 | CCOc1ccccc1NC(=O)c1cc(C(=O)c2cc(OC)ccc2O)coc1=N | 38 | -19 | -1 | 15 | 0.1 | 9 | -5 | 16 | 11 | -6 |
| 14 | COc1ccc(C)cc1NC(=O)C1CCCN(S(=O)(=O)c2cccs2)C1 (stereo unspecified) | 14 | 6 | · | · | 0.9 | -1 | -3 | -10 | 1 | -7 |
| 15 | COc1ccccc1OC(C)C(=O)Nc1ccc2c(c1)OCCO2 (stereo unspecified) | -1 | -9 | -8 | -8 | 0.0 | -5 | 3 | -16 | -1 | 6 |
| 16 | Cc1ccc(CN2CC(C(=O)Nc3ccc(C)cn3)CC2=O)cc1 (stereo unspecified) | -60 | · | 30 | 29 | 0.1 | 6 | · | -1 | ? | · |
| 17 | Oc1ccc(Cn2ccnc2)c2cccnc12 | 1 | -19 | -13 | 17 | -0.3 | -8 | 4 | 1 | -5 | 12 |
| 18 | O=C(COC(=O)c1cc(S(=O)(=O)N2CCCCC2)ccc1Cl)NCc1ccco1 | 1 | -21 | 1 | 15 | -0.2 | -3 | 1 | 1 | 4 | 6 |
| 19 | Cc1cc(C)cc(NC(=O)c2ccc([N+](=O)[O-])o2)c1 | ? | 9 | 25 | -110* | 1.3 | -3 | 8 | -31 | 41 | 103* |
| 20 | CCOc1ccc(S(=O)(=O)n2nc(C)c(S(=O)(=O)N3CCOCC3)c2C)cc1 | 11 | 4 | 3 | 26 | -0.5 | 5 | -5 | 1 | -1 | -7 |
| 21 | O=S(=O)(/N=C(/Nc1ccc(F)cc1F)c1ccc(Cl)cc1)c1ccccc1 | -13 | 2 | -2 | 9 | -0.4 | 6 | -1 | 1 | 2 | -1 |
| 22 | CCc1cc(=O)oc2cc(C)c(CN3CCCC(C)C3)c(O)c12 (stereo unspecified) | -6 | 9 | -8 | 41 | -0.1 | 5 | 4 | -4 | 0 | -7 |
| 23 | CSc1ccc(S(=O)(=O)Nc2ccc(F)cc2)cc1 | 16 | -15 | 1 | 22 | 0.6 | -4 | 1 | 9 | 3 | -5 |
| 24 | Cc1ccccc1-c1nc(CS(=O)(=O)CC(=O)NCCCN2CCOCC2)c(C)o1 | -5 | -19 | 4 | 7 | -0.1 | -2 | 0 | 20 | 0 | -8 |
| 25 | CCOC(=O)N1CCN(C(=O)c2ccc(C)c(S(=O)(=O)Nc3cccc(C)c3C)c2)CC1 | 3 | 0 | -4 | 13 | -0.4 | -7 | -1 | 4 | -2 | 0 |
| 26 | O=C(NC1CCCCCC1)C1CCCN(c2ncccn2)C1 (stereo unspecified) | 10 | -27 | -16 | 6 | 0.7 | -5 | 7 | -56 | -2 | 4 |
| 27 | COc1cc(NC(=O)c2cnc(N)s2)cc(C(=O)Nc2cccc(C(F)(F)F)c2)c1 | -5 | · | 12 | 4 | -0.6 | 3 | · | -51 | 3 | · |
| 28 | COC(=O)c1cccc(C23CC4(C2)[C@H](CN(Cc2ccc(-c5ccccc5)cc2)[C@@H]4c2ccccc2)C3c2ccc(C(F)(F)F)cc2)c1 (stereo partly specified) | 14 | · | 4 | 7 | -0.6 | -6 | · | 0 | 3 | · |
| 29 | COc1cc(O)ccc1C(=O)CCc1ccc(O)cc1 | 19 | -18 | -3 | 3 | 0.2 | 7 | -3 | -10 | -1 | -10 |
| 30 | COc1ccc(-c2nc3ccccc3nc2-c2ccccc2)cc1 | 0 | -5 | -15 | 29 | 0.1 | 0 | 2 | 12 | 1 | -6 |

Screen by screen, from the results shown.
Entries 24 to 30 in SKKanGAS inh read 4, -4, -16, 12, 4, -3, -15
Entries 24 to 30 in aSyn 5UTR inh read 20, 4, -56, -51, 0, -10, 12
Entries 24 to 30 in Platelet DG rel read -2, -7, -5, 3, -6, 7, 0

An excerpt from above in order of the Platelet DG rel value, descending.
# | molecule | HSF1 activator | KLF5 inh | AI-2 QS mod | Platelet DG rel | HSP90 inh | aSyn 5UTR inh | HSF1 inhib
22 | CCc1cc(=O)oc2cc(C)c(CN3CCCC(C)C3)c(O)c12 (stereo unspecified) | -6 | 9 | 41 | 5 | 4 | -4 | 0
27 | COc1cc(NC(=O)c2cnc(N)s2)cc(C(=O)Nc2cccc(C(F)(F)F)c2)c1 | -5 | · | 4 | 3 | · | -51 | 3
23 | CSc1ccc(S(=O)(=O)Nc2ccc(F)cc2)cc1 | 16 | -15 | 22 | -4 | 1 | 9 | 3
25 | CCOC(=O)N1CCN(C(=O)c2ccc(C)c(S(=O)(=O)Nc3cccc(C)c3C)c2)CC1 | 3 | 0 | 13 | -7 | -1 | 4 | -2

Later entries:
| entry | SMILES | HSF1 activator | KLF5 inh | SKKanGAS inh | AI-2 QS mod | HIF activator | Platelet DG rel | HSP90 inh | aSyn 5UTR inh | HSF1 inhib | IEC-6 cytotox |
| --- | --- | --- | --- | --- | --- | --- | --- | --- | --- | --- | --- |
| 31 | Cc1cc2c(ncn2C(C)C)c(N)c1C | -7 | 4 | 26 | 8 | -0.8 | 7 | 3 | 1 | -2 | -1 |
| 32 | Cc1ccc(C(=O)CSc2nnc(CNc3ccc(F)cc3)o2)cc1 | 10 | -15 | -25 | 18 | 0.4 | 0 | -2 | 3 | 3 | -8 |
| 33 | O=C(Cn1c(O)c(N=NC(=O)c2ccncc2)c2ccccc21)Nc1ccccc1 | 5 | -16 | -16 | 0 | 0.0 | ? | 2 | 7 | 0 | 1 |
| 34 | CC(=O)NCCC(=O)N1CCCC(C(=O)c2ccc3c4c(cccc24)CC3)C1 (stereo unspecified) | -5 | -12 | 6 | -1 | -0.1 | 14 | 0 | 8 | -2 | 2 |
| 35 | O=C(N=C1SC2CS(=O)(=O)CC2N1c1cc(Cl)ccc1Cl)C1CC1 (stereo unspecified) | 16 | -27 | 3 | 27 | -0.5 | 3 | -1 | 6 | -1 | -6 |
| 36 | CC(=O)Nc1cc(C(=O)N2CCc3ccccc3C2)ccc1Sc1ccc(F)cc1 | -15 | -6 | 4 | 10 | 0.0 | -24 | 0 | 21 | 5 | -2 |
| 37 | CC1CCN(CCCCOc2ccc(C(=O)c3ccccc3)cc2)CC1 | -22 | -7 | -1 | 16 | 0.6 | -4 | -1 | -21 | -1 | -3 |
| 38 | CCOC(=O)c1sc(N)c(C(=O)OCC)c1C | 14 | -47 | 0 | 13 | 1.4 | 8 | -5 | -65 | 6 | 6 |
| 39 | Cc1ccc(C(=O)Nc2ccc(Oc3cccc(C(F)(F)F)c3)nc2)cc1 | -4 | -13 | -6 | 24 | -1.1 | -19 | -2 | 17 | -3 | -7 |
| 40 | CN(Cc1ccco1)C(=O)C(Cc1ccccc1)NS(=O)(=O)c1ccc2c(c1)CCC(=O)N2 (stereo unspecified) | 4 | -52 | 0 | 12 | · | 0 | -3 | 2 | -2 | -1 |
| 41 | CCOP(=O)(c1ccccc1)C(O)c1ccc(Br)cc1 (stereo unspecified) | 6 | -7 | 4 | 10 | -0.5 | -2 | -1 | 20 | -2 | -1 |
| 42 | O=C(Nc1cccc(Cl)c1)c1ccc(NC2=NC3CS(=O)(=O)CC3S2)cc1 (stereo unspecified) | 8 | 14 | 1 | 0 | 0.0 | 2 | -2 | 9 | 2 | -2 |
| 43 | O=C(CSCc1ccccc1)Nc1ccc(Cl)cn1 | 24 | -85 | -1 | 1 | 1.2 | 0 | 2 | -134 | 8 | -1 |
| 44 | COc1ccc(CN2CCNC(=O)C2CC(=O)N(C)Cc2ccon2)c(OC)c1 (stereo unspecified) | 9 | -18 | 16 | 15 | -0.3 | -5 | 4 | 3 | -8 | 0 |

Screening results from PubChem.
